From PubChem BioAssay
Y pestis TopoI: Yersinia pestis topoisomerase I inhibitors, primary screen, biochemical, cleavage product accumulation, plate reader, single point. activity, % at 10 µM. Y. pestis Topo-I cleavage product accumulation. DNA topoisomerase I (Yersinia pestis CO92). AID 504884, 2011. hit rate 0.064% among 360,000; in the data active = activity above about 50%, passing the limit was not always enough; inconclusive = no clear call, values can overlap the other calls; also: inactives centre near 2
PfHsp40 yeast: rescue of yeast from PfHsp40 toxicity, primary screen, S. cerevisiae, ATP luminescence; AID 504582, 2011; S. cerevisiae expressing PfHsp40, growth rescue; growth rescue, % at 12.5 µM; hit rate 0.68% among 340,000; in the data active = growth rescue above about 28%, passing the limit was not always enough; inconclusive = no clear call, values can overlap the other calls;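 also: yeast W303a lacking pdr1 and pdr3 grown in galactose medium; growth measured after three days at 30 °C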
Mtb BioA inh: M. tuberculosis BioA enzyme inhibitors, primary screen, biochemical, plate reader, single point, HTS. 7,8-diaminopelargonic acid synthase BioA (Mycobacterium tuberculosis). purified M. tuberculosis BioA enzyme. inhibition, % at 9.99 µM. hit rate 0.096% among 360,000. AID 602481, 2012; in the data active = inhibition above about 40%; inconclusive = no clear call, values can overlap the other calls
Vc quorum ag: inducers of Vibrio cholerae quorum light production without autoinducers, primary screen, BH1578 luxS cqsA deficient, single point | hit rate 0.16% among 350,000 | V. cholerae BH1578 lux reporter, luminescence, 6 h | activation, % at 18.7 µM; in the data active = activation mostly above about 9.7%, no sharp cut-off; inconclusive = no clear call, values can overlap the other calls; inactive = mostly below about 3.7%; also: not every result past the cut was called active; inactives centre near 0; reference of the scale not given here
FBA Mtb inh: Mtb FBA enzyme inhibitors, primary screen, biochemical, fluorescence, strain H37Rv. purified M. tuberculosis FBA, fluorescence read-out. inhibition, % at 1 µM. Fructose-bisphosphate aldolase (Mycobacterium tuberculosis (strain ATCC 25618 / H37Rv)), …. hit rate 2.3% among 360,000; in the data active = inhibition above about 27%;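 also: 0% = vehicle and 100% = reference inhibitor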
GDH-TPI inh: GDH-TPI coupling enzyme inhibitors, primary screen, artefact control for M. tuberculosis FBA inhibitor project, biochemical, absorbance, full deck | GDH-TPI coupled enzyme counterscreen, NADH absorbance | inhibition, % at 4.8 µM | hit rate 1.2% among 360,000 | AID 588335, 2011; in the data active = inhibition above about 30%;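 also: 0% = DMSO wells and 100% = wells lacking the enzyme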
FadD28 FP inh: inhibitors of FadD28 bisubstrate probe binding, primary screen, biochemical, fluorescence polarization, single point; inhibition, % at 12.5 µM; hit rate 0.22% among 360,000; AID 588549, 2011; in the data active = inhibition above about 8.5%, passing the limit was not always enough; inconclusive = no clear call, values can overlap the other calls
Mtb UGM inh: M. tuberculosis UGM enzyme inhibitors, primary screen, biochemical, fluorescence polarization, single point; inhibition, % at 10 µM; purified UGM, fluorescence polarization probe displacement; UDP-galactopyranose mutase (Mycobacterium tuberculosis (strain ATCC 25618 / H37Rv)), …; hit rate 0.06% among 320,000; in the data active = inhibition above about 10%, passing the limit was not always enough; inconclusive = no clear call, values can overlap the other calls
TcdB inh: TcdB glycohydrolase inhibitors, primary screen, biochemical, single point, plate reader; Toxin B (Clostridioides difficile), P18177; TcdB glycohydrolase enzymatic assay; inhibition, % at 9.99 µM; hit rate 0.24% among 350,000; AID 652162, 2013; in the data active = inhibition above about 10%
The depositor's hits bear a star; i = inactive; ? = inconclusive; · = not tested or not shown.

SMILES	Y pestis TopoI	PfHsp40 yeast	Mtb BioA inh	Vc quorum ag	FBA Mtb inh	GDH-TPI inh	FadD28 FP inh	Mtb UGM inh	TcdB inh
OC1CCN(C(=S)Nc2ccc(Nc3ccccc3)cc2)CC1	-8	-0.7	·	-0.5	-5	2	?	2.2	0.7
Cc1ccc(CN2C3CCCC2CC(NC(=O)c2ccc(C)cc2)C3)cc1 (configuration not stated)	8	0.7	·	-1.5	2	0	0.6	-2.7	0.4
COc1cc(/C=C/c2cc[n+](C)cc2)ccc1OCC(=O)Nc1ccccc1	-14	0.7	2.6	-16	-1	16	-1.5	-3.2	1.2
CC1CCCC(NC(=O)CN2C(=O)NC(Cc3c[nH]c4ccccc34)C2=O)C1C (configuration not stated)	3	-0.3	0.2	i	-1	4	·	0.7	0.7
O=C(Cn1cc([N+](=O)[O-])cn1)NCc1cc2ccccc2[nH]1	-2	-0.2	0.5	-0.3	1	5	-4.5	0.9	-0.7
CC/C(=N\NC(=O)CSCc1ccccc1Br)c1ccc2c(c1)OCCO2	6	1.2	-16	-0.2	3	4	-3.3	-0.5	·
O=C(O)C1(S(=O)(=O)CCC(F)=C(F)F)CC1	-15	·	·	-0.4	1	-7	-1.1	-1.0	0.4
CCOC(=O)/C(C#N)=C1\CCCN1CC(N)=S	-1	0.3	·	i	-1	6	-1.3	0.2	0.3
Cc1ccc(S(=O)(=O)CC(=O)Nc2c(C)n(C)n(-c3ccccc3)c2=O)cc1	-2	-1.0	·	-0.1	5	3	-1.6	0.8	3.1
Cc1cc(OCC(=O)NCC2CCC(C(=O)O)CC2)c2c3c(c(=O)oc2c1)CCC3 (configuration not stated)	3	-1.0	-1.0	-0.3	20	15	-1.5	0.4	1.7
CCn1c(Cc2c(C)[nH]c3ccccc23)nnc1SCC(=O)NCc1ccccc1	9	0.7	-0.2	i	-4	2	-0.7	1.1	·
COc1cc(C)ccc1S(=O)(=O)NC(=O)C1(C)CCN1C(=O)c1ccc(C2CCCCC2)cc1 (configuration not stated)	14	·	-0.9	-0.4	2	14	-0.3	·	-0.5
CCOC(=O)c1sc2nc(C)[nH]c(=S)c2c1C	4	-0.7	·	0.0	-2	5	-1.4	·	-1.5
Cc1ccc(/C(O)=C2\C(=O)C(=O)N(CC(C)O)C2c2ccc(N(C)C)cc2)cc1 (configuration not stated)	1	-1.7	-2.0	i	-3	4	-3.1	-0.9	·
CCN(CC)S(=O)(=O)c1ccc(Cl)c(NC(=O)COc2ccc(OC)cc2)c1	9	-1.1	·	0.1	0	6	-0.8	-1.6	-0.7
CCOC(=O)c1sc(NC(=O)CCSC)nc1C	-2	1.3	-0.2	-0.4	2	-6	-3.7	-2.6	·
COc1ccc(CNc2c(C(=O)O)cnc3c2cnn3C)cc1	0	0.5	2.2	-0.2	0	9	-2.5	-2.2	-0.2
CC(=O)Nc1ccc(C(=O)OCC(=O)Nc2ccccc2Sc2ccccc2)cc1	8	14	0.0	-0.6	-1	-1	-9.6	-0.7	1.1
COc1ccc(NC(=O)CN(C)C(=O)C2CC(=O)N(c3ccc4c(c3)OCCO4)C2)cc1 (configuration not stated)	-1	-0.7	·	-0.3	4	1	-0.1	2.6	2.3
Cc1ccc2c(c1)N(CC(=O)N1CCCCCC1)C(=O)c1cccnc1O2	2	-1.7	0.1	-5.3	2	7	-3.1	-0.4	0.6
Cc1ccc(-c2cc(N)on2)cc1	-7	-0.2	-1.8	0.7	-2	-8	-3.5	-2.0	·
CCOC(=O)C1(C)NC(c2ccco2)C2C(=O)N(c3ccccc3)C(=O)C21 (configuration not stated)	10	-1.8	·	i	3	-2	0.2	-0.4	0.4
O=C(Nc1cccc(O)c1)c1ccc(C(=O)c2ccccc2)o1	1	0.6	·	-0.3	-2	14	2.5	-0.6	1.5
CCCCn1c(SCC(=O)N2CCCCC2)nc2cc(S(N)(=O)=O)ccc21	5	0.9	-0.8	i	-1	-10	-4.1	-0.5	·
O=C(NCCNC(=O)c1cnccn1)c1ccc(Cl)c(Cl)c1	6	-0.2	·	-0.2	-1	-8	·	-0.1	1.1
CCOC(=O)C(O)(CCC(O)(C(=O)OCC)C(=O)OCC)C(=O)OCC	-5	0.0	-1.3	i	0	4	-0.4	-0.6	·
COc1ccc(N2CCN(Cc3nc4c(c(=O)n(C)c(=O)n4C)n3CCc3ccccc3)CC2)cc1	15	-2.5	-1.6	-1.5	5	9	-3.2	-2.2	-1.5
Cc1noc(C)c1COC(=O)c1ccc(N(C)C)cc1	0	-1.0	·	-0.4	0	4	-3.0	2.5	-0.6
Cc1ccccc1N(CC(=O)N1CCOCC1)S(C)(=O)=O	3	-1.5	·	-1.0	5	4	-1.5	-1.1	0.6
CCOc1cc(N2CCOCC2)c(OCC)cc1NC(=O)Cc1cn2ccsc2n1	4	0.0	4.0	-3.4	-4	7	-2.3	-0.2	·
COc1cccc(CNS(=O)(=O)c2ccc3c(c2)CC(C)N3C(=O)C2CCC2)c1 (configuration not stated)	26	1.3	-0.6	-0.2	1	-4	-4.7	1.2	4.3
Cc1cc(NC(=O)CSCC(=O)OCc2nnc(-c3ccccc3)o2)no1	12	-0.9	1.3	3.6	3	7	-1.0	2.2	0.3
O=C(N/N=C/c1c(O)n(CCc2ccc(F)cc2)c(=O)[nH]c1=O)c1ccccc1	-7	·	-1.3	0.6	1	16	-0.8	0.3	1.3
COc1cccc(N2C(=O)CC(NNC(=O)c3cccs3)C2=O)c1 (configuration not stated)	-7	-0.6	-0.9	-0.7	1	12	0.0	-0.3	-9.9
Cc1oc2ccc(NS(=O)(=O)c3cccc4cccnc34)cc2c1C(=O)OC(C)C	24	0.9	·	3.4	-4	-6	-4.2	4.0	·
CCC1Nc2ccccc2-c2nnc(SC)nc2O1 (configuration not stated)	3	-1.5	2.1	·	-1	13	3.0	-0.3	-1.5
Cc1cc(O)ccc1-c1cnc2ccccc2n1	2	-0.8	0.3	i	1	22	-5.0	0.7	·
CC1=C(C#N)C(c2cccnc2)C2=C(CC(C)(C)CC2=O)N1 (configuration not stated)	1	0.6	17	·	15	-2	-0.6	1.9	·
O=C(Nc1nnc(S(=O)(=O)N2CCCCC2)s1)c1ccc(Cl)cc1	0	2.1	-0.1	-1.2	-2	-1	-2.1	0.8	-1.1
CCc1nn(CC(=O)NCCCN2CCOCC2)c(=O)c2cc3sccc3n12	1	-1.0	8.8	-0.2	4	2	0.7	-0.9	2.6
Cc1nc2c(ccc3nc(NC(=O)C(c4ccccc4)c4ccccc4)sc32)s1	-2	-0.3	-0.8	-0.3	0	-4	-0.6	-1.4	1.6
COc1ccc(-c2csc3nc(-c4ccc(C)cc4)oc(=O)c23)cc1OC	-3	-0.2	·	0.3	0	0	-0.6	-3.8	4.4
Cc1ccc(C)c(N2CCN(c3ccncc3N)CC2)c1	5	-0.5	-0.5	1.6	4	4	-1.5	-1.3	0.2
CC(C)c1ccc(NS(=O)(=O)c2ccc(-n3cccn3)cc2)cc1	19	-0.3	1.1	i	-1	-2	-2.3	3.9	1.0
CC(=O)Nc1ccc(NC(=O)Cn2nc([N+](=O)[O-])c(Br)c2C)cc1	-1	-0.8	·	1.6	-2	1	-1.1	2.5	-0.6
O=C(c1ccc2c(=O)n(Cc3ccccc3Cl)c(=S)[nH]c2c1)N1CCOCC1	-1	1.8	-3.2	-0.9	6	19	-1.0	-0.2	0.9
CC(=O)c1ccc(NC(=O)C2CCN(S(=O)(=O)c3cccnc3)CC2)cc1	-1	0.7	-1.7	0.9	3	-1	-3.0	-2.3	3.7
CC(C)c1ccc(C(=O)Nc2nnc(S(=O)(=O)N3CCCCC3)s2)cc1	1	-1.2	2.8	-2.0	2	16	-3.0	-1.6	3.0
OC(CNCCc1ccc(C(F)(F)F)cc1)COc1ccc2ccccc2c1 (configuration not stated)	0	-0.3	·	i	0	-3	-8.0	-2.8	1.5
CCOc1cccc(/C=C2/NC(=O)N(CC(=O)Nc3cccc(C)c3)C2=O)c1O	-3	-0.1	-3.9	i	-2	25	-0.7	-2.5	0.2
CC1CCN(C(=S)c2cn(Cc3ccccc3F)c3ccccc23)CC1	16	10	0.3	-0.4	1	-2	-4.3	1.4	·
Cc1ccc(NC(=O)c2cc(-c3ccc4c(c3)OCO4)on2)cc1C	3	-1.0	-0.8	i	2	5	-1.4	-1.1	1.1
O=C(NNC(=O)c1cc(Cl)nc2ccccc12)c1ccccc1F	0	-0.9	·	-0.6	1	11	1.2	-2.7	-15
CCOc1ccccc1C(=O)NC1CC2CCCC(C1)N2Cc1ccc(C)cc1 (configuration not stated)	2	1.1	-2.0	-0.5	3	14	0.9	1.1	2.0
COc1ccc(-c2csc3ncn(-c4ccccc4)c(=O)c23)cc1OC	5	-0.2	·	-0.2	1	1	-0.9	0.6	0.7
CCOC(=O)c1ccc(NC(=O)C(=O)NCCc2ccc(OC)cc2)cc1	11	3.1	·	-0.6	50*	-3	1.3	0.1	0.0
CS(=O)(=O)Oc1ccc2c(c1)O/C(=C\c1cccnc1)C2=O	-6	-0.1	-1.1	i	0	7	-3.5	-2.2	-0.3
COC(=O)C1CCN(CC(N)=O)CC1	-1	0.4	-1.7	i	3	-5	-4.2	0.2	·
CCc1ccc(NS(=O)(=O)c2ccc3c(c2)oc(=O)n3C)cc1	21	-0.5	7.1	-1.9	-1	-1	0.0	3.1	3.1
Cc1cc(C)cc(N(C(=O)Cc2cccs2)C(C(=O)NC2CCCC2)c2ccc(C)o2)c1 (configuration not stated)	4	1.1	-0.8	-0.3	0	-1	-5.4	0.1	1.0

Two successive records out of the list so far, for reference:
SMILES	Y pestis TopoI	PfHsp40 yeast	Mtb BioA inh	Vc quorum ag	FBA Mtb inh	GDH-TPI inh	FadD28 FP inh	Mtb UGM inh	TcdB inh
OC(CNCCc1ccc(C(F)(F)F)cc1)COc1ccc2ccccc2c1 (configuration not stated)	0	-0.3	·	i	0	-3	-8.0	-2.8	1.5
CCOc1cccc(/C=C2/NC(=O)N(CC(=O)Nc3cccc(C)c3)C2=O)c1O	-3	-0.1	-3.9	i	-2	25	-0.7	-2.5	0.2

Pulled by structure from above:
SMILES	Y pestis TopoI	PfHsp40 yeast	Mtb BioA inh	Vc quorum ag	FBA Mtb inh	GDH-TPI inh	FadD28 FP inh	Mtb UGM inh	TcdB inh
O=C(NNC(=O)c1cc(Cl)nc2ccccc12)c1ccccc1F	0	-0.9	·	-0.6	1	11	1.2	-2.7	-15
Cc1ccc(CN2C3CCCC2CC(NC(=O)c2ccc(C)cc2)C3)cc1 (configuration not stated)	8	0.7	·	-1.5	2	0	0.6	-2.7	0.4
COc1ccc(-c2csc3ncn(-c4ccccc4)c(=O)c23)cc1OC	5	-0.2	·	-0.2	1	1	-0.9	0.6	0.7
CC(=O)c1ccc(NC(=O)C2CCN(S(=O)(=O)c3cccnc3)CC2)cc1	-1	0.7	-1.7	0.9	3	-1	-3.0	-2.3	3.7

Next part.
SMILES	Y pestis TopoI	PfHsp40 yeast	Mtb BioA inh	Vc quorum ag	FBA Mtb inh	GDH-TPI inh	FadD28 FP inh	Mtb UGM inh	TcdB inh
O=C(CNC(=O)C1COc2ccccc2O1)N/N=C/c1cc(Br)c(O)c(Br)c1 (configuration not stated)	-1	0.9	·	-0.3	7	33*	3.0	-0.6	0.5
CCOC(=O)C1CCCN(Cc2c(C(=O)N3CCOCC3)nc3ccccn23)C1 (configuration not stated)	0	-0.5	·	-1.6	2	3	-1.2	0.6	1.5
O=C(O)c1cc(-c2ccc(/C=N/Nc3ccc(Cl)cc3)o2)ccc1Cl	-9	13	27	-8.7	19	28	15*	0.8	·
O=C(CCN1C(=O)C2CCCCC2C1=O)Nc1nc(-c2ccc(F)c(F)c2)cs1 (configuration not stated)	5	-1.3	-1.3	-0.6	0	2	-2.9	-2.3	1.6
